# Screening data (PubChem)
# NSD2 inh – blocks human histone methyltransferase NSD2. O96028. NSD2 peptide methylation, AlphaScreen, 120 min. inhibition, % at 12.5 µM. 310,000 compounds, 0.54% hits. AID 743445; in the data active = inhibition above about 50%
# HTR5A inv ctr – inverse agonist of human HTR5A in OPRM1-OPRD1 counter-screen; P47898; HTR5A cell line, luminescence, inverse agonism; inhibition, % at 9.3 µM; 340,000 compounds, 0.083% hits; in the data active = inhibition mostly above about 23%, no sharp cut-off; inactive = mostly below about 18%;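 note: 0% = cells with DMSO and 100% = no-cell wells with DMSO; some compounds called inactive have numbers as strong as hits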
# HTR5A ag – counter-screen for OPRM1-OPRD1 agonists: human HTR5A agonism; HTR5A agonist assay, luminescence, cell-based; activation, % at 9.3 µM; 340,000 compounds, 0.61% hits; P47898; in the data active = activation mostly above about 9.5%, no sharp cut-off; inactive = mostly below about 7.6%;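 note: 0% = cells with vehicle only and 100% = reference agonist; strong numbers were not always called active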
# Wnt bcat act – activators of Wnt/beta-catenin signaling; Wnt/beta-catenin reporter cell assay, activator, plate reader; activation, % at 9.35 µM; 300,000 compounds, 1.2% hits; in the data active = activation above about 30%, passing the limit was not always enough;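 note: 0% = neutral control wells and 100% = positive control wells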
# PvdQ acylase – P. aeruginosa PvdQ acylase inhibition; purified PvdQ acylase, fluorescence plate reader; inhibition, % at 10 µM; 340,000 compounds, 0.063% hits; AID 488965; in the data active = inhibition above about 30%, passing the limit was not always enough;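 note: 0% = vehicle neutral wells and 100% = reference inhibitor wells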
# SR-BI DiI inh – blocks mouse SR-BI lipid uptake from DiI-HDL. Q61009. ldlA[mSR-BI] CHO cells, DiI-HDL uptake fluorescence, 3 h. inhibition, % at 12.5 µM. 320,000 compounds, 0.96% hits;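 active = mean replicate inhibition of at least 70% and a set share of replicates each scoring 70 or more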;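 note: 0% = median of neutral control wells and 100% = median of positive control wells; values of inactives mirror those of a sister screen read the other way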
# Target sequence (Q61009 whole entry, looked up): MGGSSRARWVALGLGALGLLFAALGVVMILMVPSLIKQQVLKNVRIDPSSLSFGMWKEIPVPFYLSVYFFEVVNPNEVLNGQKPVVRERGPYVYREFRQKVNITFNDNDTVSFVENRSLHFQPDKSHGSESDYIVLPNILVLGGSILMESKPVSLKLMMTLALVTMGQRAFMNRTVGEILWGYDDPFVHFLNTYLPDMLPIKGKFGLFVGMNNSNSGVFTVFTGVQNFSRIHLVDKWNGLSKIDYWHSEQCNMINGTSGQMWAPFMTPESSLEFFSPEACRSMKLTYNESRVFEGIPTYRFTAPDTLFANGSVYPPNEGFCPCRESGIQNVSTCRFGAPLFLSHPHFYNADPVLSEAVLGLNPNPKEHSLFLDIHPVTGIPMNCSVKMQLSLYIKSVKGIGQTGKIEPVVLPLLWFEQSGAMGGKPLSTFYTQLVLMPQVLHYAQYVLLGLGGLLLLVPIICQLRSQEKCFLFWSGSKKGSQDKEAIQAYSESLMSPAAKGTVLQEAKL
# CDK5 p35 inh – blocks human CDK5/p35 kinase activity | Q00535+Q15078 | Recombinant CDK5/p35, ADP-Glo luminescence, 60 min | inhibition, % at 10 µM | 330,000 compounds, 0.01% hits | AID 488839;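 active = highest replicate inhibition of at least 50% and at least 75% of replicates reaching 50%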;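 note: plate controls were DMSO neutral control for no effect and GW8510 at 10 µM for full effect; many of its hits are not listed in these tables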
# V-ATPase pH – alters yeast V-ATPase proton transport; S. cerevisiae, pHLuorin cytosolic pH fluorescence; response, % at 10 µM; 350,000 compounds, 0.37% hits; in the data active = response mostly above about 7.3%, no sharp cut-off; inactive = mostly below about 5.4%; note: actives read high; inactives centre near 0; some compounds called inactive have numbers as strong as hits; reference of the scale not given here
# MITF act – activators of MITF-driven TRPM1 promoter activity in SK-MEL-5 cells; SK-MEL-5 TRPM1-promoter luciferase, 24 h; % of positive control, neutral wells = 0; 300,000 compounds, 0.75% hits; activation, % at 12.5 µM;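 active = mean activation of at least 80% with every replicate also reaching 80%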;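 note: 0% = neutral control wells and 100% = parthenolide positive control wells; values of inactives mirror those of a sister screen read the other way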
# dFosB act – activators of mouse delta FosB homodimer | activation, % at 25 µM | P13346 | AID 493131 | 340,000 compounds, 0.99% hits | purified delta FosB, TAMRA-CDK5 oligo fluorescence polarization; percent of positive-control signal above neutral wells;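 active = mean activation above about 17%, with every replicate also reaching it, limit read from the data, passing the limit was not always enough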;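 note: fluorescence polarization rise as delta FosB binds a TAMRA Cdk5 AP-1 oligo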
# Target sequence (P13346 whole entry, looked up): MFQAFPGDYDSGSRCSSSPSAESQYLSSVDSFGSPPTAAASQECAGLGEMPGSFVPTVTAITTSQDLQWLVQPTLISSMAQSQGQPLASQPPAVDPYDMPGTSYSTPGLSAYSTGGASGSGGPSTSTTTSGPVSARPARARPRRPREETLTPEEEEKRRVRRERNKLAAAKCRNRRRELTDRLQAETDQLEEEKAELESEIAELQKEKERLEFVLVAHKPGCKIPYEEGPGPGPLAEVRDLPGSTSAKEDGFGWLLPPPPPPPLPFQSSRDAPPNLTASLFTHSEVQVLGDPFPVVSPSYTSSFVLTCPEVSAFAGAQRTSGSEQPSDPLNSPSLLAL
# The depositor's hits bear a star; nt = no result given; & = joins results of further samples.
1. CC1(C)NC(=O)N(CC(=O)N2CCN(c3cccc(C(F)(F)F)c3)CC2)C1=O
2. COCC(=O)NCCSc1c(C)[nH]c2ccccc12
3. Cc1ccc(N(CC(=O)N/N=C/c2cc(C)n(-c3ccccc3C)c2C)S(C)(=O)=O)cc1
4. Cc1nc(SCC(=O)N2CCN(c3ccccc3)CC2)c2oc3ccccc3c2n1
5. O=C(CSc1nnc(Cc2cccs2)n1Cc1ccco1)Nc1cc(Cl)cc(Cl)c1
6. CCN1C(=O)[C@H]2[C@@H](c3ccc(C)cc3)N3C(=O)N(c4cccc(F)c4)C(=O)[C@@]3(Cc3ccc(Cl)cc3)[C@H]2C1=O
7. O=C(Nc1cccc(S(=O)(=O)N2CCOCC2)c1)c1ccccc1[N+](=O)[O-]
8. O=C(CSc1nccc(=O)[nH]1)Nc1ccc(N2CCOCC2)cc1

entry no.,1,2,3,4,5,6,7,8
NSD2 inh,0,nt,0,-1,-1,nt,1,1
HTR5A inv ctr,-10,-19,-8,-18,-5,-25,0,-4
HTR5A ag,4,8,3,10,2,7,0,2
Wnt bcat act,-1,2,nt,-1,1,4,-2,-6
PvdQ acylase,-14,3,-6,-13,-10,9,-10,-7
SR-BI DiI inh,14,-6,29,nt,nt,-1,1,-10
CDK5 p35 inh,0.9,-1.0,-1.5,1.1,-1.3,-1.7,-0.4,0.4
V-ATPase pH,4,0,3,-2,2,1,1,-1
MITF act,11,-9,2,-5,nt,15,6,6
dFosB act,-6,-3,-18,-1,-10,5,-2,-9

# Exported with two lines to a compound: entries from further up.
# Values run as follows: NSD2 inh | HTR5A inv ctr | HTR5A ag | Wnt bcat act | PvdQ acylase | SR-BI DiI inh | CDK5 p35 inh | V-ATPase pH | MITF act | dFosB act
2. COCC(=O)NCCSc1c(C)[nH]c2ccccc12
    nt | -19 | 8 | 2 | 3 | -6 | -1.0 | 0 | -9 | -3
3. Cc1ccc(N(CC(=O)N/N=C/c2cc(C)n(-c3ccccc3C)c2C)S(C)(=O)=O)cc1
    0 | -8 | 3 | nt | -6 | 29 | -1.5 | 3 | 2 | -18
4. Cc1nc(SCC(=O)N2CCN(c3ccccc3)CC2)c2oc3ccccc3c2n1
    -1 | -18 | 10 | -1 | -13 | nt | 1.1 | -2 | -5 | -1
5. O=C(CSc1nnc(Cc2cccs2)n1Cc1ccco1)Nc1cc(Cl)cc(Cl)c1
    -1 | -5 | 2 | 1 | -10 | nt | -1.3 | 2 | nt | -10
6. CCN1C(=O)[C@H]2[C@@H](c3ccc(C)cc3)N3C(=O)N(c4cccc(F)c4)C(=O)[C@@]3(Cc3ccc(Cl)cc3)[C@H]2C1=O
    nt | -25 | 7 | 4 | 9 | -1 | -1.7 | 1 | 15 | 5

# The list continues:
9. COc1ccc(NC(=O)CC2SC(=NCc3ccccc3OC)NC2=O)cc1 (centres undefined)
10. CC(=O)Nc1ccc(C(=O)N(C2=NC(C)CS2)c2ccc(Cl)cc2)cc1 (centres undefined)
11. CSCCC(NC(=O)c1ccccc1)C(=O)NCCc1ccc2c(c1)OCCO2 (centres undefined)
12. COc1ccc(C(c2nnnn2Cc2cccs2)N2CCN(c3ccccc3F)CC2)cc1 (centres undefined)
13. CCOC(=O)c1c(CN2CCN(c3ccccc3)CC2)oc2ccc(O)cc12
14. CSCc1nc2scc(-c3ccccc3)c2c(=O)[nH]1
15. COc1ccc(/C=N\NS(=O)(=O)c2ccc(C)cc2)cc1COc1ccccc1[N+](=O)[O-]
16. CCN(CC)CCOC(=O)c1ccc(NC(=O)c2ccc(Cl)c(S(=O)(=O)N3CCCCCC3)c2)cc1

entry no.,9,10,11,12,13,14,15,16
NSD2 inh,1,-3,-3,7,nt,1,0,3
HTR5A inv ctr,7,4,5,-29,-9,-5,6,-8
HTR5A ag,0,-1,-2,5,3,6,2,3
Wnt bcat act,-2,8,0,nt,-2,1,nt,-4
PvdQ acylase,-5,-18,9,-9,-8,8,-9,9
SR-BI DiI inh,48,-6,-21,9,-4,13,-7,24
CDK5 p35 inh,-1.6,-3.1,0.3,-0.5,-1.4,0.8,-0.6,1.8
V-ATPase pH,0,0,3,-3,-3,-2,0,-1
MITF act,0,9,12,nt,6,14,-7,-10
dFosB act,-3,-2,-6,-13,-17,0,3,-26

17. COc1cccc(Nc2nnc(SCC(=O)N3CCOCC3)s2)c1
18. CCN1C(=O)/C(=C\c2cn(-c3ccccc3)nc2-c2cccnc2)SC1=S
19. N#Cc1c(Nc2ccc(F)cc2)sc(C(=O)c2ccc(F)cc2)c1N
20. O=C(O)c1cc(S(=O)(=O)N2CCN(c3ccccn3)CC2)ccc1Cl
21. O=S(=O)(c1ccccc1)N(CC(O)CN1CCCCC1)c1ccccc1 (centres undefined)
22. COC(=O)c1ccc(OC(C)C(=O)c2ccc(C)cc2)cc1 (centres undefined)
23. C(=N\n1cnnc1)/c1ccccc1OCCOc1ccccc1
24. Cc1ccc(-n2ncc3c(=O)n(CC(=O)NCC4CCCO4)cnc32)cc1 (centres undefined)

entry no.,17,18,19,20,21,22,23,24
NSD2 inh,0,-3,1,-1,1,-5,-9,nt
HTR5A inv ctr,-5,12,14,-6,12,3,-1,3
HTR5A ag,2,-5,-5,1,0,-1,1,7
Wnt bcat act,nt,-5,-3,0,-9&-2,0,3,nt
PvdQ acylase,-6,-15,-7,-11,-14,-10,-14,3
SR-BI DiI inh,21,16,30,11,-27,-24,-7,nt
CDK5 p35 inh,3.7,0.2,-1.5,-1.0,0.0,-1.4,2.2,1.0
V-ATPase pH,0,-1,3,0,1,1,3,-3
MITF act,23,-30,-1,-1,0,-3,36,0
dFosB act,7,-2,1,0,-11,-4,-6,-3

25. Cc1c(NS(=O)(=O)c2cc(C(=O)NCCc3ccc(F)cc3)cc(Cl)c2Cl)c(=O)n(-c2ccccc2)n1C
26. Cc1ccc(CNC(=O)CCS(=O)(=O)c2ccc3c(c2)NC(=O)CO3)cc1
27. CCOC(=O)C1=C(C)Nc2nc(SCc3cccnc3)nn2C1c1ccc(OC)cc1 (centres undefined)
28. O=C(Cn1cnc2c(nnn2Cc2ccc(F)cc2)c1=O)NCc1ccc2c(c1)OCO2
29. CCc1nc2ccccc2c(NC(=O)CN2CCC(C)CC2)c1C
30. O=S(=O)(Cc1ccccc1)N1CCN(Cc2ccc3c(c2)OCO3)CC1
31. CC12CCC(=O)N1C(C(=O)NNC(=O)c1ccc(Br)cc1)CS2 (centres undefined)
32. CC(C)Cc1nc2ccc(N)cc2[nH]1

entry no.,25,26,27,28,29,30,31,32
NSD2 inh,0,-6,nt,0,nt,-1,nt,9
HTR5A inv ctr,-6,1,18,-11,7,-10,6,13
HTR5A ag,2,-1,-6,3,7,2,8,7
Wnt bcat act,-2,-2,0,nt,-2,2,-3,1
PvdQ acylase,19,-4,-9,2,-15,4,4,-11
SR-BI DiI inh,25,-29,-9,-7,1,-11,6,-9
CDK5 p35 inh,1.2,1.4,2.4,0.4,3.3,0.2,-0.5,0.7
V-ATPase pH,-1,-1,-2,2,-1,1,-1,1
MITF act,-3,13,4,-12,-7,4,0,8
dFosB act,-10,-1,-5,18*,-5,4,-3,2

33. CC(=O)c1c(Nc2ccc3c(c2)OCCO3)oc(C)cc1=O
34. COc1ccc(OC)c(NC(=O)CSc2ncccn2)c1
35. CC(C)N(C(=O)Cn1c(SCC(=O)Nc2nccs2)nc2ccccc21)C(C)C
36. Cc1cn([C@H]2C[C@H](O)[C@@H](COS(=O)(=O)O)O2)c(=O)[nH]c1=O
37. O=C(COC(=O)/C=C/c1cccs1)Nc1nc(-c2cccc(Br)c2)cs1
38. O=C(CNC(=O)c1ccco1)Nc1ccc(Br)cc1
39. CCCN1C2CCCC1CC(NC(=O)c1cccc(OC)c1)C2 (centres undefined)
40. NS(=O)(=O)c1cccc(NC(=O)COC(=O)c2ccc(S(=O)(=O)N3CCOCC3)cc2)c1

entry no.,33,34,35,36,37,38,39,40
NSD2 inh,nt,16,-3,nt,4,-1,13,-7
HTR5A inv ctr,-8,-8,nt,-5,-29,-4,-12,11
HTR5A ag,3,-1,nt,5,3,1,3,-5
Wnt bcat act,-7,2,-2,2,14,18,0,-4
PvdQ acylase,-10,1,-10,13,-2,-14,-5,-6
SR-BI DiI inh,-22,11,-11,-3,28,-2,9,-15
CDK5 p35 inh,1.8,-0.6,1.2,-4.5,0.4,0.7,-0.8,-7.8
V-ATPase pH,6,-4,-1,-2,0,0,2,-4
MITF act,-37,nt,nt,19,39,44,0,1
dFosB act,-1,-5,-3,3,9,-11,-6,-3

41. CC(=O)C1=C(O)C(=O)N(c2ccc(O)cc2)C1c1ccc(F)cc1 (centres undefined)
42. O=C(COc1ccc(Cl)cc1)Nc1ccc2oc(-c3ccncc3)nc2c1
43. COc1ccc(CNC(=O)c2ccc[nH]2)cc1Cl
44. O=C(O)c1ccc(S(=O)(=O)Nc2cccc(CP(=O)(c3ccccc3)c3ccccc3)c2)cc1
45. CCN(CC(=O)Nc1c(F)cccc1F)C(=O)C1CCN(C(=O)c2ccc(F)cc2)CC1
46. NC(=O)c1ccccc1O
47. Cc1cc(C)n(-c2ccc(-n3ccnc3)nn2)n1
48. Cc1cc(OC(F)F)ccc1NC(=O)Nc1ccc2c(c1)OCO2

entry no.,41,42,43,44,45,46,47,48
NSD2 inh,1,-1,1,0,-2,nt,0,-1
HTR5A inv ctr,-11,0,14,1,-6,-10,4,16
HTR5A ag,3,0,1,0,6,-4,1,2
Wnt bcat act,0,nt,0,4,1,-2,nt,1
PvdQ acylase,10,-12,-3,-11,-11,-1,-26,-13
SR-BI DiI inh,-41,41,-12,-3,2,1,-10,8
CDK5 p35 inh,-0.1,-1.5,-0.1,2.0,-2.5,0.3,-2.7,1.1
V-ATPase pH,0,1,7,-1,0,5,-5,-1
MITF act,-4,10,-8,1,6,6,9,-2
dFosB act,-14,37*,-5,-7,0,4,-1,9

49. CCOC(=O)CNC(=O)C1c2cc(OC)c(OC)cc2C(=O)N(C)C1c1ccccc1F (centres undefined)
50. O=C1CC(C(=O)Nc2ccc(Cl)cc2[N+](=O)[O-])C2(CCCCC2)O1 (centres undefined)
51. CC/C(=N\NC(=O)C1CCCC1)c1cccc(Br)c1
52. COc1ccc(/C=N/NC(=O)c2cccc([N+](=O)[O-])c2)c2ccccc12
53. N#CC1=C(N)C(C#N)(C#N)C2(C(=O)Nc3ccccc32)C2CCCC=C12 (centres undefined)
54. CC(=O)Nc1ccc(OCc2nnc(-c3ccccc3)o2)cc1
55. CCCN1CCN(CC(=O)Nc2cc(OCC)ccc2OCC)CC1
56. O=C(CSc1ncccn1)N1CCCCCC1
57. CC1(C)C2CCC1(C)C(OCC[N+](C)(C)CC(=O)OC1CCCCC1)C2 (centres undefined)
58. COc1ccc(NC(=O)Nc2cccc(C(=O)N3CCOCC3)c2)cc1OC

entry no.,49,50,51,52,53,54,55,56,57,58
NSD2 inh,nt,0,-2,-4,nt,-4,5,0,2,-1
HTR5A inv ctr,-18,5,-7,-1,5,0,10,8,1,7
HTR5A ag,3,-2,-3,0,1,0,-3,0,0,-1
Wnt bcat act,-3,-1,1,-2,1,0,-1,0,-3,12
PvdQ acylase,-9,-2,-3,-4,-3,-5,-20,-8,-2,5
SR-BI DiI inh,14,6,-26,75*,43,-153,30,-4,9,16
CDK5 p35 inh,-0.5,-0.5,-0.9,-1.0,6.2,0.2,0.4,-1.0,-0.1,0.7
V-ATPase pH,-1,0,0,1,-1,-2,-1,-1,3,-2
MITF act,-4,-5,-11,-15,-5,nt,9,12,-14,nt
dFosB act,-4,-4,-4,-12,-7,6,-5,3,-2,-5
